# CHO-K1 Ca PAM – counter-screen for M1 PAMs: effect in parental CHO-K1 cells | ATP EC20, Fluo-8 calcium fluorescence; 0% at ATP EC20, 100% at ATP max | activation, % at 3 µM | 360,000 compounds, 0.02% hits;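 active = activation above the run cutoff, the mean activation of all test compounds plus 3 SD, cut at about 40% in these data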;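 also: peak over basal fluorescence ratio in a 140 s read after ATP addition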
# TAAR1 antag – antagonists of human TAAR1. CHO RD-HGA16 TAAR1, Fluo-8 calcium fluorescence, antagonist. 360,000 compounds, 1.5% hits. inhibition, % at 3 µM. AID 624466. Q96RJ0;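 active = inhibition above a per-plate cutoff, the mean inhibition of test compounds on that plate plus 3 SD, cut at about 49% in these data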;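 also: 0% = DMSO plus EC80 beta-PEA response and 100% = DMSO alone without agonist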
#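 Test system: CHO RD-HGA16 cells bearing hTAAR1 | Reagent: β-PEA, EC80 | Compound dosing: 3 µM, single point | Schedule: Dye loading 75 min at 37 °C, then 30 min room temperature | Signal: Calcium fluorescence with Fluo-8 | Evaluation: Percent inhibition of PEA-evoked calcium signal, max/basal emission ratio | Control set: DMSO-only wells and EC80 β-PEA-stimulated wells | Repeats: Singlicate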
# CHO-K1 Ca antag – nonselective inhibitor or artifact in parental CHO-K1 cells; ATP-induced calcium, Fluo-8 fluorescence; inhibition, % at 3 µM; 360,000 compounds, 0.6% hits;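 active = inhibition above a per-plate cutoff, the plate's mean sample inhibition plus 3 SD, cut at about 24% in these data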;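 also: 0% = DMSO plus EC80 ATP and 100% = DMSO alone without ATP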
# V1R ag counter – V1a receptor agonism, counter-screen for OXTR agonists | AID 2797 | CHO-V1R cells, Fluo-8 calcium fluorescence, agonist mode; 0% DMSO, 100% 3 nM vasopressin | activation, % at 3 µM | P37288 | 320,000 compounds, 0.25% hits;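 active = activation above the mean activation of all tested compounds plus 3 SD, per screening run, cut at about 20% in these data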;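 also: signal is peak over basal fluorescence ratio across a 100 second FLIPR read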
# Target sequence (P37288 whole entry, looked up): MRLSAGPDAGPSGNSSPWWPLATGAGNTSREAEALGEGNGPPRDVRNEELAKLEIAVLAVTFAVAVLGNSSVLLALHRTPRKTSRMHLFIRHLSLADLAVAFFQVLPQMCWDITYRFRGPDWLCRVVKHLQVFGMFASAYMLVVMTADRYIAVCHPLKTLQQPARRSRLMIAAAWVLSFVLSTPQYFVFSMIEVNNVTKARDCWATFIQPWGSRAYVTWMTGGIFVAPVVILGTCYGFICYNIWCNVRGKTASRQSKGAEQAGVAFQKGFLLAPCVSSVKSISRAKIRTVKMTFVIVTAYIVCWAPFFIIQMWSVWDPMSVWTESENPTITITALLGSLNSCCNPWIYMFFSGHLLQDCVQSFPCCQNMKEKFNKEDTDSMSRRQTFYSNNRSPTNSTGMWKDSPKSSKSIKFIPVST
# M1 ag – activates human CHRM1 receptor. AID 588814. P11229. 360,000 compounds, 0.33% hits. CHO-K1 hM1, Fluo-8 calcium fluorescence, agonist mode; 0% DMSO, 100% acetylcholine EC100. activation, % at 3 µM;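 active = activation above the run's mean compound activation plus 3 SD, cut at about 16% in these data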;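 also: peak over basal fluorescence ratio within a 140 s kinetic read after compound addition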
# CHO parental Ca – counter-screen: ATP calcium response change in parental CHO cells. inhibition, % at 5.6 µM. AID 463079. 330,000 compounds, 0.63% hits. parental CHO-K1, ATP-induced calcium, Fluo-8 fluorescence;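 active = inhibition above that plate's mean sample inhibition plus 3 SD, cut at about 26% in these data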;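 also: 0% = ATP-challenged DMSO wells and 100% = DMSO wells without ATP; some compounds past the cut are filed as inactive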
#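 Material: parental CHO cells / Compound: single nominal dose of 5.6 µM per compound / Signal: Fluo-8 fluorescence / Replicates: singlicate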
# CHO-K1 Ca ag – M1 agonist counterscreen hit in parental CHO-K1 cells. Fluo-8 calcium fluorescence; scaled to maximal ATP response, vehicle zero. activation, % at 3 µM. 360,000 compounds, 0.48% hits. AID 602248; in the data active = activation above about 15%;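 also: untransfected CHO-K1 host cells lacking M1 receptor as counterscreen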
# OXTR potentiate – human OXTR potentiation; 320,000 compounds, 0.061% hits; CHO-OTR cells, Fluo-8 calcium fluorescence, potentiator mode; 0% = oxytocin EC15, 100% = EC100; activation, % at 3 µM;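 active = activation above that plate's cutoff, the mean activation of tested compounds plus 3 SD, cut at about 6.6% in these data, passing the limit was not always enough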;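 also: 100% uses oxytocin at 75 nM as the full agonist control; some results filed as inactive read as strong as hits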
# Target sequence (P30559 whole entry, looked up): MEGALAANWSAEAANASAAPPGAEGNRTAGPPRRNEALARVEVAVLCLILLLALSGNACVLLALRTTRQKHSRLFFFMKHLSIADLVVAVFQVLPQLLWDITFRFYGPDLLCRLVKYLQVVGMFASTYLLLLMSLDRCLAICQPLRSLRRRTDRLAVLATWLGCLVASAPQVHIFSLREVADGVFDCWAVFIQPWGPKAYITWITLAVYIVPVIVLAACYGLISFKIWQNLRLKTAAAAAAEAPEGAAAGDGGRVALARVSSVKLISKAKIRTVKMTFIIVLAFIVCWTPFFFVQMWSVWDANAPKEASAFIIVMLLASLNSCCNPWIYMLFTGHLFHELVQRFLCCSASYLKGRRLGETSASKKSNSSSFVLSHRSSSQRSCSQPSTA
#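 Replication – single well per compound, singlicate · Assay system – CHO cell line stably expressing human OTR · Timing – 6 min pre-incubation, 100 s read · Measure – normalized max/min fluorescence ratio, % activation · Doses – 3.0 µM, one dose · Detection – Fluo-8 calcium dye fluorescence · Probe or stimulus – oxytocin near EC15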
# TAAR1 ag – agonists of human TAAR1. CHO RD-HGA16 TAAR1, Fluo-8 calcium fluorescence; vehicle wells 0%, saturating PEA agonist 100%. AID 624467. activation, % at 3 µM. Q96RJ0. 360,000 compounds, 0.99% hits;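 active = activation above the mean activation of all test compounds in the run plus 3 SD, cut at about 38% in these data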
#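 Repeats: no replicates (n 1) | Material: CHO-derived RD-HGA16 cells with stable Gα16 and human TAAR1 | Technique: Kinetic Fluo-8 calcium fluorescence | Schedule: 17-24 h seeding, 75 min 37 °C dye, 30 min RT | Evaluation: % activation from peak over basal fluorescence ratio, DMSO-to-PEA scaled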
# Starred values were filed as active, the others as inactive; / = no result given.
compound,CHO-K1 Ca PAM,TAAR1 antag,CHO-K1 Ca antag,V1R ag counter,M1 ag,CHO parental Ca,CHO-K1 Ca ag,OXTR potentiate,TAAR1 ag
Cc1[nH]n(-c2cccc(Cl)c2)c(=O)c1-c1ccc(Cl)cc1,-4,2,-7,9.2,7,3,8.6,-19,10
O=C(NC1CCNCC1)C1CC1,9,-2,-7,0.1,-7,10,0.5,3,11
Cn1c(=O)cc(OCCCC(=O)NCc2ccc3c(c2)OCO3)c2ccccc21,-9,5,13,0.8,-2,-8,0.0,-4,-1
NC(=S)COc1ccccc1,-27,3,18,-0.2,-3,4,0.5,1,0
O=C(O)CC(NC(=O)OCc1ccccc1)c1ccccc1 (configuration not stated),14,10,-2,0.4,1,2,-0.1,-2,6
CC(C)(C)NC(=O)c1ccc(NC(=O)c2ccccc2-c2ccccc2C(=O)O)cc1,6,-14,-3,0.0,1,-8,0.4,-2,4
COc1ccc(OCCCCN(C)Cc2ccccc2)cc1,13,-4,-15,-0.6,-9,5,1.5,-4,2
CN1C(=O)C(/C(N)=N/NC(=O)c2ccccc2)C2CC1(C)Oc1ccccc12 (configuration not stated),-5,-8,7,0.1,-1,-3,-0.3,-8,2
COc1cc(OC)cc(C(=O)Nc2ccc(N3CCN(C(=O)c4cccs4)CC3)cc2)c1,-17,18,3,2.5,-3,-6,2.3,-3,3
CN(c1ccc(C(=O)Nc2cccnc2)cc1)S(=O)(=O)c1ccc(Cl)cc1,4,10,-15,6.6,-2,-3,5.5,-11,2
CCn1c(C)c(C(C)=O)c(SC)nc1=S,5,-10,-4,0.6,-3,-7,-0.2,-6,10
CCOC(=O)C(NC(=O)C1C(C)N1S(=O)(=O)c1ccc(C)cc1)C(=O)OCC (configuration not stated),11,1,0,-0.3,-2,-1,12,0,0
O=C(NC(=S)Nc1ccccc1O)c1ccccc1Cl,14,-3,6,1.1,-7,-13,1.4,-6,8
CCc1ccc(CN(C)C(=O)CCc2nc3ccccc3n(-c3ccc(OC)cc3)c2=O)cc1,-7,-8,2,-0.5,-3,4,0.5,-4,1
Brc1ccccc1OCCCN1CCCC1,5,5,4,0.3,-6,-10,6.0,3,3
Cc1ccc(Cl)cc1N1CCN(C(=O)Cc2csc(Nc3nc(=S)[nH]c4ccccc34)n2)CC1,13,0,-6,0.4,-4,-8,0.9,0,1
O=C(CN1CCN(Cc2ccc3c(c2)OCO3)CC1)Nc1ccc2c(c1)OCO2,-8,-11,6,1.2,-6,-7,-0.1,2,18
CS(=O)(=O)N(CC(=O)NC1CC2CCC1C2)c1ccc(Oc2ccccc2)cc1 (configuration not stated),15,21,-13,3.1,-8,-10,0.9,-6,7
Cc1cc2nc3n(c2cc1C)CC1CC(C(=O)NCCc2cccs2)N(C)C31 (configuration not stated),-6,69*,10,-0.3,-5,-8,-0.2,-9,101*
O=C(O)c1nc(Cl)c(Cl)c(N/N=C/c2ccccc2C(F)(F)F)c1Cl,15,-2,-17,0.0,-8,-18,0.4,-13,1
O=C(O)CCOc1ccc2c(c1)OCCO2,15,-10,-16,0.6,-1,-8,0.0,-11,0
CNC1(C)[C@H]2CC[C@H](C2)C1(C)C (some centres not stated),11,-5,-10,0.8,-3,-2,0.2,1,1
Cc1cc(C)n(CC(=O)NNC(=O)COc2ccc(Br)cc2F)n1,11,-22,-12,1.7,-3,-8,0.2,-4,1
CCSc1nc(-c2ccc(OC)cc2)n(-c2nc3ccccc3s2)n1,15,-24,0,0.8,-1,-26,0.3,-1,7
O=S(=O)(NCCSc1ccccc1)c1ccc2c(c1)OCCO2,15,6,1,5.1,-2,-6,0.2,-9,6
CC(C)c1ccc(S(=O)(=O)Nc2ccc(SC(F)F)cc2)cc1,2,6,0,2.7,-10,42*,4.3,-12,11
CCOC(=O)c1c(NC2OC(=O)c3c2ccc(OC)c3OC)sc(C(=O)OC(C)(C)C)c1C (configuration not stated),17,-10,-5,0.1,-8,-26,-0.3,-11,8
CC(=O)Nc1ccc(-c2ccnc3c2CC(C(=O)Nc2cccnc2)O3)cc1 (configuration not stated),-6,-28,-5,/,-4,/,0.7,/,2
O=[N+]([O-])c1cccc(NC(=S)NCc2ccncc2)c1,10,12,-12,1.1,-7,4,3.6,-9,6
COc1ccc(CC(NC(C)=O)C(=O)NC2CCN(c3nc(C)cc(C)c3C#N)CC2)cc1 (configuration not stated),15,-21,-9,0.4,-9,-12,0.7,-4,3
COc1ccc(S(=O)(=O)N2CCN(Cc3cccc(OC)c3OC)CC2)cc1,-18,13,5,5.5,-1,-26,1.5,-12,0
O=C1/C(=C\c2cc(Br)cc(Br)c2O)SC(=S)N1Cc1ccccc1,2,/,-10,4.3,4,6,1.7,-10,/
Cc1ccc2c(CC(=O)N3CCOCC3)coc2c1,-5,2,8,0.2,-4,-6,0.2,-1,-2
CCOc1ccc(S(=O)(=O)N(CC(=O)O)c2ccc(C)cc2)cc1,22,-8,-3,-0.1,-7,-6,1.0,2,-1
CC(C)OC(=O)c1c(-c2ccc(C(C)C)cc2)csc1NC(=O)C1CCCO1 (configuration not stated),11,33,-2,-0.6,0,-9,0.4,-8,4
O=C(COc1ccccc1)Nc1ccc(S(=O)(=O)N2CCCCCC2)cc1,21,27,-5,5.8,-4,-11,5.1,-1,19
COc1cccc(-c2c(-c3cc(OC)cc(OC)c3)n(C)c3ccc(Br)cc23)c1,-14,4,1,-0.2,-3,-9,-0.4,-6,2
Cc1cccc(NC(=O)CNC(=O)CN2C(=O)NC(C)(CCC(C)C)C2=O)c1C (configuration not stated),22,-18,-6,/,-1,/,0.1,/,0
CCn1nccc1NC(=O)c1ccc2sc([C@@H]3O[C@H](CO)[C@H](O)[C@H](O)[C@H]3O)nc2c1,-10,3,5,/,-1,/,0.0,/,2
CC1CC(C)CN(S(=O)(=O)CCNC(=O)c2ccccc2)C1 (configuration not stated),11,-40,-1,1.2,-3,-2,2.5,-8,8

# In a second layout: entries from further up
# Below each SMILES – CHO-K1 Ca PAM | TAAR1 antag | CHO-K1 Ca antag | V1R ag counter | M1 ag | CHO parental Ca | CHO-K1 Ca ag | OXTR potentiate | TAAR1 ag
CC(=O)Nc1ccc(-c2ccnc3c2CC(C(=O)Nc2cccnc2)O3)cc1 (configuration not stated)
 : -6 | -28 | -5 | / | -4 | / | 0.7 | / | 2
O=[N+]([O-])c1cccc(NC(=S)NCc2ccncc2)c1
 : 10 | 12 | -12 | 1.1 | -7 | 4 | 3.6 | -9 | 6
COc1ccc(CC(NC(C)=O)C(=O)NC2CCN(c3nc(C)cc(C)c3C#N)CC2)cc1 (configuration not stated)
 : 15 | -21 | -9 | 0.4 | -9 | -12 | 0.7 | -4 | 3
COc1ccc(S(=O)(=O)N2CCN(Cc3cccc(OC)c3OC)CC2)cc1
 : -18 | 13 | 5 | 5.5 | -1 | -26 | 1.5 | -12 | 0
O=C1/C(=C\c2cc(Br)cc(Br)c2O)SC(=S)N1Cc1ccccc1
 : 2 | / | -10 | 4.3 | 4 | 6 | 1.7 | -10 | /
Cc1ccc2c(CC(=O)N3CCOCC3)coc2c1
 : -5 | 2 | 8 | 0.2 | -4 | -6 | 0.2 | -1 | -2
CCOc1ccc(S(=O)(=O)N(CC(=O)O)c2ccc(C)cc2)cc1
 : 22 | -8 | -3 | -0.1 | -7 | -6 | 1.0 | 2 | -1
CC(C)OC(=O)c1c(-c2ccc(C(C)C)cc2)csc1NC(=O)C1CCCO1 (configuration not stated)
 : 11 | 33 | -2 | -0.6 | 0 | -9 | 0.4 | -8 | 4
O=C(COc1ccccc1)Nc1ccc(S(=O)(=O)N2CCCCCC2)cc1
 : 21 | 27 | -5 | 5.8 | -4 | -11 | 5.1 | -1 | 19
COc1cccc(-c2c(-c3cc(OC)cc(OC)c3)n(C)c3ccc(Br)cc23)c1
 : -14 | 4 | 1 | -0.2 | -3 | -9 | -0.4 | -6 | 2

# Later entries.
compound,CHO-K1 Ca PAM,TAAR1 antag,CHO-K1 Ca antag,V1R ag counter,M1 ag,CHO parental Ca,CHO-K1 Ca ag,OXTR potentiate,TAAR1 ag
CCOC(=O)C1CCN(C(=O)Nc2cc(Cl)cc(Cl)c2)CC1,4,22,-1,-1.0,-1,18,3.5,-18,2
COC(=O)c1cc(C(=O)NCc2ccccc2)c(=O)[nH]c1C,23,-10,-11,0.0,-6,-4,0.2,-3,1
CCCOc1ccccc1C1NC(=O)NC(C)=C1C(=O)OCCOCC (configuration not stated),12,-3,-14,-0.2,-4,-9,1.4,-4,7
Cc1ccc(CCC(=O)NCc2ccccc2)o1,16,4,-6,0.9,-2,-20,0.5,0,-1
c1ccc(-c2ccccc2OCCn2cncn2)cc1,7,-4,-2,-0.5,-3,-11,-0.1,-4,2
C=CCNC1=C(Cl)C(=O)N(c2cccc(Cl)c2Cl)C1=O,10,22,6,-0.6,-5,19,5.5,-12,7
COc1cc(C#N)ccc1OC(=O)Cc1cc(OC)c(OC)c(OC)c1,9,0,-15,1.2,-2,-5,0.5,-7,0
COc1cc(S(=O)(=O)N2CCOCC2)cc(C(=O)c2nccn2C)c1OC,7,-22,6,0.6,-1,-5,-0.6,-1,12
CC(C)n1c(SCC(=O)Nc2nncs2)nnc1C1CC1,6,-28,-1,0.7,-2,-7,0.4,7,0
O=C(c1ccco1)N1CCN(C(=O)c2snc3ccc(Cl)cc23)CC1,-7,8,21,0.4,-2,-14,0.5,-11,3
Cc1onc(-c2ccccc2)c1C(=O)NN1CCOCC1,-15,-8,10,1.1,-4,-3,-0.4,0,0
COc1ccc(C(=O)C[n+]2ccc(-c3nnc4n3CCCCC4)cc2)cc1,21,-16,-9,0.3,-3,-13,0.3,-11,4
Cc1ccc(NC(=O)C(SCC(=O)O)c2ccccc2)cc1C (configuration not stated),10,7,-16,1.0,-3,-1,0.2,-5,14
COc1ccc(C(=O)N2CC(=O)N(CCc3ccccc3)C(=O)C2)cc1OC,23,6,-20,4.0,-2,3,2.1,-12,13
COc1ccccc1NC(=O)c1ccc(NC(=O)CN(C)Cc2ccccc2F)cc1,12,37,-13,-0.4,-4,-3,3.8,6,0

# Screening data from PubChem BioAssay.
